ASAP1 inh: inhibitors of human ASAP1 ArfGAP activity, primary screen, biochemical, fluorescence polarization; ASAP1-stimulated ARF1 GTP hydrolysis, GDP FP detection; Arf-GAP with SH3 domain, ANK repeat and PH domain-containing protein 1 (Homo sapiens), …; 0.19% of 360,000 active; inhibition, % at 16.5 µM; in the data active = inhibition above about 25%;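 also: 0% = vehicle with enzyme and substrate and 100% = no enzyme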
ADAM10 inh: human ADAM10 inhibitors, primary screen, biochemical, QFRET, HTS; Disintegrin and metalloproteinase domain-containing protein 10 (Homo sapiens), O14672; recombinant ADAM10, EDANS/DABCYL FRET peptide cleavage, 3 h; inhibition, % at 7 µM; 0.62% of 370,000 active; AID 720582, 2013;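 active = inhibition above a per-campaign cutoff equal to the mean of compounds falling between control-based bounds plus 3 SD, cut at about 20% in these data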;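 also: 0% = DMSO wells while the 100% control is not disclosed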
ARFGAP1 inhibitor: inhibitors of rat ARFGAP1 GAP activity, primary screen, biochemical, fluorescence polarization, GDP tracer; ADP-ribosylation factor GTPase-activating protein 1 (Rattus norvegicus), Q62848; Arfgap1-stimulated ARF1 GTP hydrolysis, GDP FP detection; inhibition, % at 16.5 µM; 0.26% of 360,000 active;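 active = inhibition above a per-plate limit, mean inhibition of low control wells plus 3 SD, cut at about 25% in these data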;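 also: 0% = DMSO wells with enzyme and 100% = wells lacking Arfgap1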
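Assay system: purified rat His6-Arfgap1 residues 1-136 (GAP domain); Reagent: human Δ17 ARF1 bound to GTP; Dosing: 16.5 µM single point, 1.26% DMSO; Times: GTP hydrolysis reaction 2 h at 25 °C; Signal: FP, GDP Alexa 633 tracer displaced from anti-GDP antibody, 620/688 nm; Measure: % inhibition from polarization.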
Tn6 DDE FP: inhibitors of Tn6 peptide binding to fibrin DD(E), primary screen, biochemical, fluorescence polarization, human fibrin, Tn6 probe. Fibrinogen beta chain (Homo sapiens), P02675. Fibrin DD(E) TRITC-Tn6 fluorescence polarization displacement. inhibition, % at 8.3 µM. 0.21% of 370,000 active. AID 720509, 2013;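 active = inhibition above a per-campaign cutoff: mean of compounds within control limits plus 3 SD, cut at about 15% in these data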;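 also: 0% = median of all compound wells on the plate and 100% = blocking peptide control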
SIAE primary: human SIAE inhibitors, primary screen, biochemical, fluorescence polarization, FP-Rh probe, 1536-well HTS. Sialate O-acetylesterase (Homo sapiens), Q9HAT2. SIAE FP-Rh probe binding. inhibition, % at 9.66 µM. 0.69% of 370,000 active;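 active = inhibition above a cutoff: mean of compounds within the control limits plus 3 SD of those, cut at about 17% in these data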;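 also: 0% = plate median of compound wells and 100% = probe without SIAE protein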
ADAM17 inh: ADAM17 inhibitors, primary screen, biochemical, QFRET; Disintegrin and metalloproteinase domain-containing protein 17 (Homo sapiens), P78536; recombinant ADAM17, EDANS/DABCYL FRET peptide cleavage; inhibition, % at 6.95 µM; 0.83% of 370,000 active; AID 720648, 2013;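 active = inhibition above the mean of compounds lying between control limits plus 3 SD, set per campaign, cut at about 8.5% in these data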;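 also: 0% = DMSO-only wells as the low control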
PLCb3 inh: human PLC-beta3 inhibitors, primary screen, biochemical, fluorescence. Purified PLC-beta3, fluorogenic substrate. inhibition, % at 12.2 µM. AID 720704, 2013. 0.18% of 370,000 active; in the data active = inhibition above about 11%;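 also: 0% = median of compound wells on plate and 100% = full blocker control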
PLC-gamma1 inh: PLC-gamma1 enzyme inhibitors, primary screen, biochemical, fluorescence, purified enzyme; fluorogenic substrate; AID 720700, 2013; 0.84% of 370,000 active; 1-phosphatidylinositol 4,5-bisphosphate phosphodiesterase gamma-1 (Homo sapiens), P19174; inhibition, % at 12.2 µM; in the data active = inhibition above about 9.5%
Target sequence (P19174 whole entry, looked up): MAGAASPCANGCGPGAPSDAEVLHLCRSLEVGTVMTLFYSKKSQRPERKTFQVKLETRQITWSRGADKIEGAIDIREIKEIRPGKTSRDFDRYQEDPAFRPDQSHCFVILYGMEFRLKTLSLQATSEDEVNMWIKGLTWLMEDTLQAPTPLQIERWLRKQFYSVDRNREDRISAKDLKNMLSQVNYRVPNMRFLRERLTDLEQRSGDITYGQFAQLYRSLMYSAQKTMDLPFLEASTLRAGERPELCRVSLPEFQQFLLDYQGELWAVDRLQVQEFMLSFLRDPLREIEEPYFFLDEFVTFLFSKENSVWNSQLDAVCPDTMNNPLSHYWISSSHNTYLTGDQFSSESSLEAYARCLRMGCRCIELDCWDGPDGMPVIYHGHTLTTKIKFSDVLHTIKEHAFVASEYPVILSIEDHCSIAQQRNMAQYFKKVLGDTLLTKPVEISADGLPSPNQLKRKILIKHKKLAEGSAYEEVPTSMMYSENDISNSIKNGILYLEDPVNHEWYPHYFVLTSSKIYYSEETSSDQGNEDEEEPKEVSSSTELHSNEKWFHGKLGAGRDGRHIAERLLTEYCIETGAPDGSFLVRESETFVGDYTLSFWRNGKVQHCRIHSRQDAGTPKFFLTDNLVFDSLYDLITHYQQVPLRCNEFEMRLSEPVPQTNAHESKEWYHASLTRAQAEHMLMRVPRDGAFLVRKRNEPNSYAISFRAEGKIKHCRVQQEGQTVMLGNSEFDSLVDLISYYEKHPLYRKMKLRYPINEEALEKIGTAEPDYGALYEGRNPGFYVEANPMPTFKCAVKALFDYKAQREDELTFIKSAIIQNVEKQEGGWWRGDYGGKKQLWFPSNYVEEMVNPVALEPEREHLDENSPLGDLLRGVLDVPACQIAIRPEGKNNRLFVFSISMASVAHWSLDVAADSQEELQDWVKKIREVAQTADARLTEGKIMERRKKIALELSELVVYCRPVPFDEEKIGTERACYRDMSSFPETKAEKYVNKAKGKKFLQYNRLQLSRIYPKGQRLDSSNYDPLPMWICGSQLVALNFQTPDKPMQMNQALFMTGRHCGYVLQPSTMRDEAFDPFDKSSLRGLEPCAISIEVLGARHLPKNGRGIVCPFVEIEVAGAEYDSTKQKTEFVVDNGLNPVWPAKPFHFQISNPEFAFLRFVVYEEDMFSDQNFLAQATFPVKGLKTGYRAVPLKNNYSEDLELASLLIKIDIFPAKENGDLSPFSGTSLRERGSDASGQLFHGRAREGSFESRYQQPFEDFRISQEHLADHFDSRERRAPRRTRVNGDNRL
TDP2 absorb: human TDP2 enzyme inhibitors, primary screen, biochemical, epi absorbance, recombinant enzyme; T5PNP hydrolysis, p-nitrophenol absorbance 415 nm; inhibition, % at 12.8 µM; 0.34% of 370,000 active; AID 720702, 2013;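 active = inhibition above the mean of all tested compounds plus 3 SD, set per campaign, cut at about 25% in these data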;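 also: 0% = DMSO with enzyme and 100% = buffer with substrate but no TDP2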
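Test system: Human TDP2 enzyme | Reagent: 5 mM T5PNP | Compound dosing: 12.8 µM single point, 1% DMSO | Incubation: Enzyme reaction with compound for 2 h at 37 °C | Technique: p-Nitrophenol epi absorbance | Read-out: % inhibition relative to enzyme-containing and enzyme-free wells | Benchmarks: High control without enzyme, low control DMSO plus TDP2 | Replicates: Singlicate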
Tn7 DDE FP: inhibitors of Tn7 peptide binding to fibrin DD(E), primary screen, biochemical, fluorescence polarization, human fibrin, Tn7 probe; inhibition, % at 8.3 µM; FP displacement of FITC-Tn7 peptide from fibrin DD(E); 0% = median of compound wells per plate; 0.13% of 370,000 active; AID 720508, 2013;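 active = inhibition above the mean of compounds falling within the control limits plus 3 SD of them, cut at about 14% in these data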;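 also: 0% = plate median of compound wells and 100% = 10 µM Aha-Tn7 peptide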
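Assay system: Human clot-derived fibrin DD(E) complex | Buffer or medium: Tris/NaCl/CaCl2 buffer, pH 7.8 | Repeats: One replicate per compound | Benchmarks: Aha-Tn7 high control | Measure: % inhibition scaled between sample-field median and high-control FP | Schedule: 10 min plus 3 h, room temperature | Signal: Fluorescence polarization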
* = called active by the depositor; i = inactive; . = no result given. An unsorted share of the library. About 3.6% of those tested had a hit in this group.

Fields – ASAP1 inh	ADAM10 inh	ARFGAP1 inhibitor	Tn6 DDE FP	SIAE primary	ADAM17 inh	PLCb3 inh	PLC-gamma1 inh	TDP2 absorb	Tn7 DDE FP
- COc1ccc(N2CCN(CCCNC(=O)CC3Oc4ccc(C)cc4NC3=O)CC2)cc1 (stereo not drawn)
→ 5	-10	11	3	0	-3	-3	-2	-3	-4
- O=C(CC1NCCc2ccccc21)Nc1cccc(Cl)c1 (stereo not drawn)
→ 7	-9	-4	-2	-4	1	-1	0	3	0
- O=C(Nc1ccc(Br)c(Br)c1)C1CCCO1 (stereo not drawn)
→ -1	-1	4	3	1	0	-6	2	-5	-2
- Cc1cccc(OCC(=O)N/N=C2/SCC(=O)N2Cc2ccco2)c1
→ 6	2	2	7	1	-2	3	0	-10	-5
- CCCCC[C@H](C)N1C[C@@H](COCc2ccccc2)Oc2cc(N3CCC[C@H]3C(N)=O)ccc2S1(=O)=O
→ -7	22*	-4	2	-11	11*	-6	1	-13	2
- COc1ccccc1COCC(O)CN1CCN(S(=O)(=O)c2cccc(F)c2)CC1 (stereo not drawn)
→ -2	-8	-7	3	-5	8	0	15*	-11	-5
- COc1cc(CCC(=O)Nc2ccc(Br)c(C(F)(F)F)c2)cc(OC)c1OC
→ 1	2	-2	-3	-12	3	-4	2	-10	-3
- Cc1ccc(-c2ccc(/C=C3\SC(N4CCOCC4)=NC3=O)o2)cc1
→ 49*	-1	37*	-13	2	-2	-204	-160	-4	1
- COc1ccc(OCC(=O)Nc2c(C(=O)N3CCN(C)CC3)oc3ccccc23)cc1
→ 6	-2	-1	0	2	-7	-5	1	9	-2
- Cc1cn(C2CC(O)C(CO)O2)c(=O)n(CCCc2ccccc2)c1=O (stereo not drawn)
→ -8	1	7	1	-2	0	0	3	3	-4
- CC(C)CCNC(=O)C1CCC(CNc2c(N3CCCC3)c(=O)c2=O)CC1 (stereo not drawn)
→ -11	1	-4	-1	2	-3	-3	-1	5	-8
- Cc1c(NC(=O)C(C)Sc2nc(N)cc(=O)[nH]2)c(=O)n(-c2ccccc2)n1C (stereo not drawn)
→ -17	7	-12	0	-5	6	2	7	-3	-1
- Cc1ccc2nc(NC(=O)CSCC(=O)Nc3cc(C)on3)sc2c1
→ -2	3	-5	0	-5	1	-6	1	-9	6
- COC(=O)C(C)n1cnc2c(cnn2-c2ccc(Cl)cc2)c1=O (stereo not drawn)
→ -12	9	0	-1	1	1	4	9	-1	-1
- CCOC(=O)c1ccc2nc(CCC(=O)N[C@H](C(=O)OC)C(C)C)c(=O)n(CC)c2c1
→ -3	-55	-4	-7	-1	-16	-23	-5	8	0
- CCCC(=O)Nc1nc2ccc(NC(=O)c3ccc(Br)o3)cc2s1
→ -1	4	9	3	2	7	-13	-11	-16	5
- CC1(C)Cc2c(sc(NC(=O)c3ccccc3Cl)c2C(=O)O)CO1
→ 8	4	-11	4	10	0	-15	-16	9	-8
- N#Cc1c(C(F)(F)F)cc(C2CC2)[nH]c1=O
→ -17	i	-2	3	-5	i	-278	-237	2	-11
- O=C(NNc1c2ccccc2nc2ccccc12)C(O)c1ccccc1 (stereo not drawn)
→ -6	i	11	-3	-1	-289	-165	-111	-17	4
- COc1ccc(CNC(=O)CN(C(=O)CCC(=O)Nc2ccccn2)c2cc(C)ccc2C)cc1
→ 7	12	7	3	-4	-4	-9	-2	-18	0
- COC(=O)[C@]12C[C@H](CC(=O)NCC34CC5CC(CC(C5)C3)C4)C(=O)N(Cc3ccc(Cl)cc3Cl)C1=C[C@H](C1CCCC1)O[C@@H]2C
→ .	3	.	-2	-8	2	0	1	-10	0
- COc1ccc(S(=O)(=O)N2CCSC2)cc1C
→ -9	5	5	2	4	1	-1	2	7	7
- O=C(Cc1ccc(NC(=O)C2CCCN(C(=O)C3CCC3)C2)cc1)Nc1cccc(C(=O)N2CCCCC2)c1 (stereo not drawn)
→ 5	-6	-6	0	-2	1	-3	0	-5	0
- Cc1csc(NC(=O)CSc2ncn(-c3ccccc3)n2)n1
→ -10	4	-7	5	0	-3	-1	-1	4	-5
- Cc1ccc(/C=N/N2CCOCC2)s1
→ -2	7	5	0	0	-2	7	4	-11	-3
- COc1cc(NS(=O)(=O)N2CCCC2)cc(OC)c1OC
→ 3	7	3	-4	9	-1	2	0	8	0
- Cc1cc(C)nc(SCc2nnc(SCc3ccc([N+](=O)[O-])cc3)n2Cc2ccco2)n1
→ 5	-9	-13	-13	1	-4	-3	5	-4	6
- Cc1ccc(NS(=O)(=O)c2ccc3c(c2)NC(=O)CCS3)c(Br)c1
→ -5	3	3	3	1	-2	-9	-1	3	5
- Cc1ccc(C)c(C(C)NC(=O)Cc2cccs2)c1 (stereo not drawn)
→ 6	-3	-3	4	-5	0	-4	0	2	0
- COC(=O)c1sccc1NC(=O)c1ccc(Br)o1
→ -9	2	7	4	0	-1	-1	1	-1	6
- CCOC(=O)c1c(Nc2nc(C)c(C(=O)NC)s2)sc(C)c1C
→ 1	-8	-18	-1	-4	-4	-67	-59	2	3
- COc1ccc(NC(=O)C2c3ccccc3OCC(=O)N2C2CC2)cc1 (stereo not drawn)
→ 1	-2	6	-5	0	-1	2	1	2	-1
- CC(=O)N1[C@@H]2CC3C4CC=C5C[C@@H](O)CC[C@]5(C)C4CC[C@]3(C)[C@@]21C(C)=O (stereo partly drawn)
→ 4	4	-7	-6	1	2	2	3	-1	2
- CCOc1ccc(NC(=O)C2C3CC/C=C\CCC32)cc1 (stereo not drawn)
→ 10	0	-4	-9	3	-1	-6	1	1	-1
- Nc1ccc(CC(N)c2csc(Nc3cc(Oc4ccccc4)ncn3)n2)cc1 (stereo not drawn)
→ -7	-18	18	-4	2	-1	1	0	-6	-4
- O=C(CCN1CCC(c2ccccc2)C1)c1cccs1 (stereo not drawn)
→ -3	-2	-7	-5	-9	-3	1	-1	1	3
- OC1CN=C2Sc3ccccc3N2C1 (stereo not drawn)
→ 3	7	-13	-2	4	-1	3	3	4	0
- Cc1cc2oc(C(=O)NCCc3ccc(S(N)(=O)=O)cc3)c(C)c2cc1C
→ -9	1	7	-6	-48	-2	-5	-1	30*	-3
- CCC(C)c1ccccc1N1CC(C(=O)N2CCN(c3ccccc3)CC2)CC1=O (stereo not drawn)
→ 1	1	11	3	2	4	-4	3	3	-6
- CC(C)=C1C(=O)NN(c2ccc(C)c(Cl)c2)C1=O
→ 4	11	-17	4	12	5	-5	-1	-12	-1
- CSc1ccc(S(=O)(=O)N2CCC(C(=O)NCc3ccncc3)CC2)cc1
→ -8	3	-4	2	-6	2	-8	5	-24	-8
- CCC(C)NC(=O)CN1C(=O)CSc2ccc(S(=O)(=O)N3CCCC3)cc21 (stereo not drawn)
→ -9	1	-15	4	-1	-5	-10	0	13	6
- CC(C)c1ccc(S(=O)(=O)N2CCN(C(=O)C3=COCCO3)CC2)cc1
→ 6	-21	5	-1	9	-3	-9	3	-2	-5
- O=C(CCNC(=O)c1ccccc1)NCCCc1ccccc1
→ 1	-7	4	4	3	0	-6	-4	-8	0
- CC(=O)N1CCN(c2ccc(N3CCN(C(C)=O)[C@H](C)C3)c(C)c2)[C@H](C)C1
→ -1	-6	16	0	-8	4	3	4	-18	-1

Some values from above.
`CC(=O)N1CCN(c2ccc(N3CCN(C(C)=O)[C@H](C)C3)c(C)c2)[C@H](C)C1` in ARFGAP1 inhibitor = 16
`CCOC(=O)c1c(Nc2nc(C)c(C(=O)NC)s2)sc(C)c1C` in TDP2 absorb = 2

The list continues.
Fields – ASAP1 inh	ADAM10 inh	ARFGAP1 inhibitor	Tn6 DDE FP	SIAE primary	ADAM17 inh	PLCb3 inh	PLC-gamma1 inh	TDP2 absorb	Tn7 DDE FP
- CCOC(=O)C1CCCN(CC(O)COC(c2ccccc2)c2ccccc2)C1 (stereo not drawn)
→ 3	4	10	-3	-4	4	5	9	-13	-7
- O=C(NNc1nc2ccccc2s1)Nc1ccc(Cl)c(Cl)c1
→ 12	-5	10	1	5	0	-13	-2	-8	-7
- CCn1c(=O)cc(SCC(=O)NCc2ccc3c(c2)OCO3)c2ccccc21
→ 8	-5	4	-4	2	-3	3	1	9	-1
- CC(NC(=O)COc1ccccc1)C(=O)NCc1ccc(S(N)(=O)=O)cc1 (stereo not drawn)
→ 1	-9	5	12	-6	-1	1	-2	-1	-6
- Cn1nnnc1SCC(=O)NNC(=O)c1ccc(Br)cc1
→ -5	-4	-3	-1	-3	-5	-2	-2	2	8
- Cc1csc(NC(=O)CSc2ncc(-c3ccccc3)[nH]2)n1
→ 8	0	-3	0	15	2	-1	3	5	7
- O=C(Cc1cc(=O)[nH]c(=O)[nH]1)NCC1CCCO1 (stereo not drawn)
→ 3	-6	14	-2	-4	-1	2	0	2	-9
- CCOC(=O)N1CCN(S(=O)(=O)c2ccc3[nH]cc(C(=O)O)c(=O)c3c2)CC1
→ 10	1	8	11	-3	-4	1	-1	5	4
- COc1ccc(-c2noc(CCC(=O)N3CCN(c4ccccc4)CC3)n2)cc1
→ -1	-3	15	8	0	0	6	0	4	-6
- CS(=O)(=O)c1ccc2nc(NC(=O)Oc3ccccc3)sc2c1
→ 3	-7	-1	4	0	-2	-1	0	-5	3
- Cc1ccccc1-n1c(SCc2ccccn2)nc2n[nH]c(C)c2c1=N
→ -2	2	2	-2	-6	-2	-5	-4	3	-4
- CC1=NN(c2ccccc2C)C(=O)C1
→ 14	3	12	9	6	5	7	5	51*	-11
- CN1CCn2cnc(C(=O)NCC(=O)OC(C)(C)C)c2C1=O
→ -2	-7	0	8	-2	-5	3	-1	3	-2
- CCc1cccc(CN2CCC(CNC(=O)Nc3ccc(Cl)cc3)CC2)c1
→ 6	5	7	-1	-3	-1	-1	3	-6	6

Screens deposited in PubChem BioAssay by The Scripps Research Institute Molecular Screening Center.
